# Screens from PubChem BioAssay.
# Growth percent in the NCI-60 one-dose screen (48 h, 10 µM unless noted): 100 = growth as untreated, 0 = no growth, -100 = all killed.
# U251 – U251 CNS tumor cells. hit rate 5.4% among 80,000. AID 1794753
# OVCAR-8 – OVCAR-8 ovarian cancer. hit rate 4.4% among 81,000. AID 1794782
# DU-145 – DU-145 prostate cancer. hit rate 4.2% among 81,000. AID 1794760
# OVCAR-3 – OVCAR-3 ovarian cancer. hit rate 7% among 79,000. AID 1794787
# PC-3 – PC-3 prostate cancer cells | hit rate 3.9% among 80,000
# SF-295 – SF-295 CNS cancer cells. hit rate 5.6% among 79,000. AID 1794758
# SF-539 – SF-539 CNS cancer | hit rate 6.8% among 81,000 | AID 1794752
# SNB-19 – SNB-19 CNS cancer cells; hit rate 2.5% among 81,000
# SF-268 – SF-268 CNS cancer cells; hit rate 3.1% among 82,000
# * = called active by the depositor; . = not tested or not shown; & = joins results of further samples; ! = repeats disagree. The calls were made as follows: active = growth percent below 10; inactive = the rest.
SMILES,U251,OVCAR-8,DU-145,OVCAR-3,PC-3,SF-295,SF-539,SNB-19,SF-268
CN(C)c1ccc(/C=C/c2nc(Nc3ccc(Cl)cc3)c3ccccc3n2)cc1,94,88,112,106,84,91,84,96,84
Nc1cc2c(cc1Cl)-c1ccc(Cl)cc1C2=O,91,92,105,104,94,115,78,99,94
CCCCN1CCN(c2ccc3nc(-c4ccc5nc(-c6ccc(OCC)c(OCC)c6)[nH]c5c4)[nH]c3c2)CC1,-61*,-12*,-86*,-87*,-49*,-68*,-94*,-29*,52
COc1cc2cc(Oc3ccc(NC(=O)Nc4ccc(C(F)(F)F)cc4)cc3)c(C)nc2cc1OC,15,38,71,67,48,56,97,93,79
Clc1cc(Cl)c(OCCCCCCN2CCNCC2)c(Cl)c1,8.0*,76,67,46,46,-38*,49,50,55
CNS(=O)(=O)c1ccc(Cl)c(Cl)c1,99,99,111,123,113,101,92,106,96
Cc1cc(C)n([C@H]2CC(=O)O[C@@H]2COC(=O)c2ccccc2)n1,105,109,107,105,98,98,103,.,100
COc1ccc(-c2nc3ccc(-c4nc5ccc(N6CCN(C)CC6)cc5[nH]4)cc3[nH]2)cc1OC,.,56,78,30,63,67,70,90,51
COCCCNc1nc(NC(=O)c2cc(Br)cc(C(F)(F)F)c2)cc(-c2cccnc2)n1,86,88,100,109,71,89,94,96,91
O=S(=O)(NCCCNc1nccc(-c2[nH]c(-c3ccccc3)nc2-c2ccc(F)c(O)c2)n1)c1ccc(Cl)cc1,96,93,98,129,76,87,98,99,96
Nc1nc(-c2ccc(Cl)cc2)cc(-c2cn(-c3ccccc3)nc2-c2ccc(OCc3ccccc3)cc2)n1,93,97,105,106,88,99,108,103,100
CCCCCCCCn1ccc2cc(NC(=O)Cn3cc(CN4CCN(CC)CC4)nn3)ccc21,5.8*,83,91,67,83,14,83,61,77
Cc1cc(N(CCNc2ccnc3cc(Cl)ccc23)Cc2ccco2)nc(Cl)n1,-66*,-27*,20,-90*,-54*,-75*,-81*,15,31
O=C(O)CCCn1c(O)c(/C=C2/C=c3cc4c(cc3=NC2=O)OCO4)sc1=S,.,105,113,114,96,102,99,102,98
COC(=O)Nc1nc2ccc(C(=O)c3ccccc3N(C)C3COC3)cc2[nH]1,21,35,34,15,23,14,9.1*,38,46
O=C1C[C@H](c2ccccc2)[C@H](c2ccccc2)C1,103,109,121,118,79,108,103,96,105
C/C(=C(/c1ccc(Cl)cc1)c1ccc(OCCN)cc1)c1ccc(Cl)cc1,108,103,107,.,97,111,99,98,106
Cc1cncc(C)c1,96,104,104,102,97,106,105,102,101
CN1C(=O)CC(c2ccccc2)C1=O (configuration not stated),99,101,118,107,95,101,106,107,103
c1ccc(C2=NN(c3ccccc3)C3=C4N(c5ccccc5)N=C(c5ccccc5)N4c4[nH]c(-c5ccccc5)cc4N23)cc1,106,95,119,114,112,105,91,98,107
Nc1nc(SCc2ccccc2)c2ncn(CCO)c2n1,100,101,110,112,98,118,118,100,98
COC(=O)CC[C@H](C)[C@H]1CC[C@H]2[C@@H]3CC[C@@H]4C(c5nc6ccccc6[nH]5)=C(Cl)CC[C@]4(C)[C@H]3CC(=O)[C@]12C,51,61,95,67,33,76,75,69,87
CCCCCc1ccc(C2=C(Br)C(=O)c3nc(C)ccc3C2=O)cc1,64,74,82,80,66,101,97,82,86
NC(CSCC(=O)O)C(=O)O (configuration not stated),94,97,114,.,97,100,104,108,106
C=CCN1C(=S)N(/N=C/C=C/CCC)[C@]23C(=O)c4ccccc4[C@]12OC(N)=C3C#N,100,93,104,99,81,88,97,100,94

# Next compounds follow:
SMILES,U251,OVCAR-8,DU-145,OVCAR-3,PC-3,SF-295,SF-539,SNB-19,SF-268
CSCCC(NS(=O)(=O)Cc1ccccc1)C(=O)O (configuration not stated),98&115,102&107,103&105,101&106,96&100,101&92,102&108,97&101,98&100
O=C(/C=C/c1ccc(Cl)cc1)c1ccc(NC(=O)c2cc3cc4ccccc4nc3s2)cc1,104,103,106,98,89,95,104,109,99
O=C1OC[C@@H]2Sc3[nH]c(=O)sc3[C@H](c3ccc(F)cc3)[C@H]12,100,111,114,113,89,97,110,97,102
CC(C)(c1ccc(O)c([N+](=O)[O-])c1)c1ccc(O)c([N+](=O)[O-])c1,105,98,103,95,96,101,104,105,87
COc1cc(NS(=O)(=O)c2ccc(C)cc2)c2c(c1N)C(=O)c1ccccc1C2=O,86,51,116,82,92,90,86,80,.
N#Cc1c(-c2ccc(Br)cc2)nc2n[nH]c(-c3ccc(Br)cc3)c2c1-c1cccs1,78,85,84,83,59,88,79,96,100
Cc1cc2c(C(=O)NCC#N)cccc2n1-c1nc2c(c(NCc3ccccc3)n1)CCCC2,-71*,8.7*,2.5*,-60*,-19*,-76*,-25*,-49*,-35*
CCOC(=O)C(=Cc1c[nH]c2ccccc12)C(=O)OCC,96,102,99,107,.,100,105,112,93
Cc1c(C(=O)Nc2ccccc2)sc(N)c1C#N,93,99,108,110,93,99,103,101,97
CCN(CC)CCCNCCN(CC)CC,.,98,101,108,104,83,114,.,113
O=C(Nc1cncnc1Oc1cccc(C(F)(F)F)c1)c1ccccc1,93,98,114,101,89,99,94,94,105
Cc1ccc2nc(-c3c(N)n[nH]c3CCCO)[nH]c(=O)c2c1,105,105,121,115,92,114,96,106,104
O=S(=O)(Oc1ccc(-c2cn3ccoc3n2)cc1)c1ccccc1,109,103,107,.,102,94,104,94,105
O=C1C=CC[C@H](/C=C/c2ccccc2)O1,-30*!,14&21,0.6*,-41*,13&20,0.2*,-60*!,18&66,7.9*
c1ccc([P+](CCSCCSCC[P+](c2ccccc2)(c2ccccc2)c2ccccc2)(c2ccccc2)c2ccccc2)cc1,86,97,.,114,94,107,102,64,98
CC(=O)C1=C(C#N)C(=C(C#N)C#N)NC1(C)O (configuration not stated),113,105,108,121,102,107,96,100,105
NS(=O)(=O)N1CCCCC1,98,97,123,120,102,83,92,105,113
COc1ccc(-c2cnc3ccccc3n2)cc1,86,100,106,103,98,99,91,94,95
O=C(O)CNC(c1ccccc1)(c1ccccc1)c1ccccc1,96,95,119,117,111,.,102,95,115
Cc1cc(SC#N)cc(C)c1O,101&105,100&110,105&103,102&98,103&87,108&125,112&99,95&96,104&93
Fc1ccc2nc(Cl)c(Cn3nnnc3Cc3ccccc3)cc2c1,100,96,101,97,.,85,79,91,89
C=C(C)CN1C(=O)c2ccccc2C1=O,103,105,109,115,97,105,95,106,108
Nc1ccc(S(=O)(=O)c2ccc(N)cc2)cc1,106&95,93&97,113&115,112&121,94&85,94,98&103,104&100,108&112
O=C1/C(=C/c2ccccc2[N+](=O)[O-])COc2ccc(O)cc21,7.4*,6.3*,18,7.7*,4.2*,81,-50*,63,59
NC(=O)Nc1cnc(Nc2ccc(N3CCOCC3)cc2)nc1Oc1ccc(C(F)(F)F)cc1,107,94,107,103,90,100,96,90,98

# 2 entries drawn at random from those above, as already listed:
SMILES,U251,OVCAR-8,DU-145,OVCAR-3,PC-3,SF-295,SF-539,SNB-19,SF-268
N#Cc1c(-c2ccc(Br)cc2)nc2n[nH]c(-c3ccc(Br)cc3)c2c1-c1cccs1,78,85,84,83,59,88,79,96,100
COc1cc(NS(=O)(=O)c2ccc(C)cc2)c2c(c1N)C(=O)c1ccccc1C2=O,86,51,116,82,92,90,86,80,.

# Other entries
SMILES,U251,OVCAR-8,DU-145,OVCAR-3,PC-3,SF-295,SF-539,SNB-19,SF-268
C#CCC#CCN1CCC[C@H]1C(=O)NCC(=O)OC,103,99,105,114,98,107,105,99,108
C#CCN(CCCOc1ccc(Cl)cc1Cl)CCCSC(=O)CCCCCN1/C(=C\C=C2/CCCC(/C=C/C3=[N+](CCCCCC(=O)[O-])c4ccccc4C3(C)C)=C2Cl)C(C)(C)c2ccccc21,-64*,8.2*,47,1.4*,21,53,-50*,15,7.4*
N#CC(C#N)=Cc1ccc(Oc2ccccc2)cc1,.,98,109,114,79,102,97,99,101
NC(=O)c1c(NC(=O)c2ccc(C3CCCCC3)cc2)sc2c1CCC(=O)C2,11,15,49,22,16,19,15,26,33
Nc1c(Cl)cc(Cl)cc1C(=O)O,108,108,104,101,89,124,102,99,97
Nc1c(C(=O)Nc2cccc([N+](=O)[O-])c2)sc2nc3c(cc12)C(O)CCC3 (configuration not stated),51,82,71,33,57,57,37,80,60
Cc1nn(-c2ccccc2)c(N2CCOCC2)c1-c1nc2ccc(C(=O)O)cc2[nH]1,104,106,111,112,104,103,96,105,95
O=c1cc(C(O)CC[N+](=O)[O-])c2cc(Cl)ccc2o1 (configuration not stated),100,96,107,102,86,99,102,99,90
O=C(CSc1nc2ccccc2c(=O)n1-c1ccccc1)c1cc2cc(Br)cc(Br)c2oc1=O,95,99,103,100,86,101,103,100,87
CCOc1ccc(OCC(=O)O)cc1,102,102,109,108,90,120,99,107,91
CCCCCCCSc1ccc(C(=O)CCN2CCCCC2)cc1,90,89,102,104,83,92,93,83,100
COc1ccc(C2CC(c3cnccn3)=NN2C(C)=O)cc1OC (configuration not stated),87,78,110,104,76,102,100,105,100
COc1cc(Br)cc(C=O)c1O,100,101,119,105,103,101,107,104,99
N/C(=N\S(=O)(=O)c1cc(C(F)(F)F)cc(C(F)(F)F)c1)c1ccncc1,98,99,117,109,100,156,104,98,112
CS(=O)(=O)Nc1ccc(-c2nn(-c3ccc(S(C)(=O)=O)cc3)cc2/C=N/O)cc1,83,76,83,90,60,86,90,86,88
CC(=O)c1c(C)[nH]c2c1c(-c1ccc3c(c1)OCO3)nc1ccccc12,95,94,117,96,76,91,88,95,110
COc1ccc(C2=NN(C(C)=O)C(c3cn(Cc4ccc(Cl)cc4)c4ccccc34)C2)cc1 (configuration not stated),85,78,97,78,60,86,82,76,80
Cc1ccc(C(=O)NNC(=O)c2cccc3ccccc23)cc1,100,97,105,108,100,86,100,103,102
Cn1c(SCC(=O)c2ccc(Cl)cc2)nc2ccccc2c1=O,97,96,99,104,100,99,98,93,104
CC/C=C\C[C@@H](O)C/C=C1/C(=O)C=C[C@H]1C/C=C\CCCC(=O)O,86,96,101,96,88,108,101,90,97

# Entries listed so far with an NH in an aromatic ring (twelve):
SMILES,U251,OVCAR-8,DU-145,OVCAR-3,PC-3,SF-295,SF-539,SNB-19,SF-268
CCCCN1CCN(c2ccc3nc(-c4ccc5nc(-c6ccc(OCC)c(OCC)c6)[nH]c5c4)[nH]c3c2)CC1,-61*,-12*,-86*,-87*,-49*,-68*,-94*,-29*,52
COc1ccc(-c2nc3ccc(-c4nc5ccc(N6CCN(C)CC6)cc5[nH]4)cc3[nH]2)cc1OC,.,56,78,30,63,67,70,90,51
O=S(=O)(NCCCNc1nccc(-c2[nH]c(-c3ccccc3)nc2-c2ccc(F)c(O)c2)n1)c1ccc(Cl)cc1,96,93,98,129,76,87,98,99,96
COC(=O)Nc1nc2ccc(C(=O)c3ccccc3N(C)C3COC3)cc2[nH]1,21,35,34,15,23,14,9.1*,38,46
c1ccc(C2=NN(c3ccccc3)C3=C4N(c5ccccc5)N=C(c5ccccc5)N4c4[nH]c(-c5ccccc5)cc4N23)cc1,106,95,119,114,112,105,91,98,107
COC(=O)CC[C@H](C)[C@H]1CC[C@H]2[C@@H]3CC[C@@H]4C(c5nc6ccccc6[nH]5)=C(Cl)CC[C@]4(C)[C@H]3CC(=O)[C@]12C,51,61,95,67,33,76,75,69,87
O=C1OC[C@@H]2Sc3[nH]c(=O)sc3[C@H](c3ccc(F)cc3)[C@H]12,100,111,114,113,89,97,110,97,102
N#Cc1c(-c2ccc(Br)cc2)nc2n[nH]c(-c3ccc(Br)cc3)c2c1-c1cccs1,78,85,84,83,59,88,79,96,100
CCOC(=O)C(=Cc1c[nH]c2ccccc12)C(=O)OCC,96,102,99,107,.,100,105,112,93
Cc1ccc2nc(-c3c(N)n[nH]c3CCCO)[nH]c(=O)c2c1,105,105,121,115,92,114,96,106,104
Cc1nn(-c2ccccc2)c(N2CCOCC2)c1-c1nc2ccc(C(=O)O)cc2[nH]1,104,106,111,112,104,103,96,105,95
CC(=O)c1c(C)[nH]c2c1c(-c1ccc3c(c1)OCO3)nc1ccccc12,95,94,117,96,76,91,88,95,110

# 3 structures out of the list, ordered by length of the SMILES, descending.
SMILES,U251,OVCAR-8,DU-145,OVCAR-3,PC-3,SF-295,SF-539,SNB-19,SF-268
C#CCN(CCCOc1ccc(Cl)cc1Cl)CCCSC(=O)CCCCCN1/C(=C\C=C2/CCCC(/C=C/C3=[N+](CCCCCC(=O)[O-])c4ccccc4C3(C)C)=C2Cl)C(C)(C)c2ccccc21,-64*,8.2*,47,1.4*,21,53,-50*,15,7.4*
Cc1nn(-c2ccccc2)c(N2CCOCC2)c1-c1nc2ccc(C(=O)O)cc2[nH]1,104,106,111,112,104,103,96,105,95
N/C(=N\S(=O)(=O)c1cc(C(F)(F)F)cc(C(F)(F)F)c1)c1ccncc1,98,99,117,109,100,156,104,98,112
